# Tcruzi prolif: inhibitors of T. cruzi proliferation. T. cruzi beta-gal in NIH3T3, GalScreen luminescence, 90 h. actives 5.9% (n = 77,000). inhibition, % at 8.34 µM;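 active means mean inhibition above about 93%, with at least 55% of replicates each passing it, limit read from the data, passing the limit was not always enough; inconclusive means only one of those two conditions holds; inactive means neither condition holds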
# C diff growth: inhibitors of Clostridium difficile growth; Clostridium difficile clinical isolate growth, OD600, 24 h; hits give low values; growth activity, negative = inhibition, % at 16 µg/mL (by protocol); actives 0.25% (n = 86,000);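 active means mean growth activity at or below -80% and every replicate also at or below -80%; inconclusive means mean at or below -80% but some replicate above -80%; inactive means mean growth activity above -80%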;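 further: 0% = DMSO wells and -100% = levofloxacin 16 µg/mL wells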
# Pf Dd2 growth: P. falciparum Dd2 growth inhibition; SYBR Green, 72 h; hits give low values; actives 2.3% (n = 94,000); activity change, % at 10 µM; AID 1159554; in the data active means activity change below about -80%; inconclusive means no clear call, values can overlap the other calls
# GASC1 inh: inhibitors of human demethylase GASC-1 KDM4C | actives 0.15% (n = 96,000) | GST-KDM4C 2-372, H3K9me3 peptide, LANCE TR-FRET | inhibition, % at 12.5 µM | Q9H3R0 | AID 720574;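 active means mean replicate inhibition above about 25%, with at least 55% of replicates also reaching it, limit read from the data, passing the limit was not always enough; inconclusive means only one of those two conditions met; inactive means neither condition met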
# Target sequence (Q9H3R0 2-372 limits assumed): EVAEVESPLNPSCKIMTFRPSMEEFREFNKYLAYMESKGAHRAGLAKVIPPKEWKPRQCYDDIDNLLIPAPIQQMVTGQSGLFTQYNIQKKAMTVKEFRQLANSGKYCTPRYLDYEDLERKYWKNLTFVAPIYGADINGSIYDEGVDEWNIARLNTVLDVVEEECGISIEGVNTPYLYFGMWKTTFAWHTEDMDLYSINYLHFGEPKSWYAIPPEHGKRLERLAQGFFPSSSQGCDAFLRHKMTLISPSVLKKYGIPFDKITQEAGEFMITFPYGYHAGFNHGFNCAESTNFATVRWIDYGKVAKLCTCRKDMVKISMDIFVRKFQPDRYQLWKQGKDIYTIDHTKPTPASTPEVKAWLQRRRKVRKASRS
#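 Compound: one test concentration per compound; Material: GST-GASC-1 enzyme fragment 2-372; Amount: GASC-1 enzyme at 10 nM final in reaction; Also added: H3K9me3 peptide substrate, Fe(II), 2-oxoglutarate; Technique: LANCE TR-FRET; Times: 30 min demethylation and 1 h detection at room temperature.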
# * marks the source's active call; other numbers are inactive results; ? = inconclusive; / = no result given; & = joins results of further samples.
entry	Structure	Tcruzi prolif	C diff growth	Pf Dd2 growth	GASC1 inh
1	C[C@@H]1CN([C@@H](C)CO)C(=O)c2cc(C#C[C@@H](C)O)cnc2O[C@H]1CN(C)C(=O)Cc1ccccn1	-40.6	-4.9	25.0	-1.5
2	C[C@@H]1CCCCO[C@H](CN(C)C(=O)C2CCCCC2)[C@@H](C)CN([C@@H](C)CO)C(=O)c2cc(NC(=O)CCCN(C)C)ccc2O1	-23.9	/	-6.7	2.0
3	C/C=C/c1cnc2c(c1)C(=O)N([C@H](C)CO)C[C@@H](C)[C@@H](CN(C)C(=O)NC1CCCCC1)O2	86.9	-4.9	25.7	4.4
4	COc1ccc(NC(=O)N(C)C[C@@H]2Oc3ccc(NC(=O)NC4CCCCC4)cc3CC(=O)N([C@H](C)CO)C[C@H]2C)cc1	-5.4	1.4	11.8	0.9
5	OC[C@@H]1[C@H](c2ccc(-c3ccccc3F)cc2)[C@@H]2CN(Cc3cccnc3)CCCCN12	89.2	1.9	-11.8	0.6
6	CC(C)C#Cc1ccc2c(c1)O[C@H](CN(C)S(=O)(=O)c1cn(C)cn1)[C@H](C)CN([C@@H](C)CO)S2(=O)=O	/	-3.2	6.4	0.5
7	CCNC(=O)[C@@H]1[C@@H](CO)[C@@H]2Cn3c(ccc(-c4ccc(F)cc4)c3=O)[C@@H]2N1Cc1ccccc1F	7.6	3.6	-4.9	4.5
8	C[C@H](CO)N1C[C@H](C)[C@H](CN(C)C(=O)Nc2ccccc2)OCCCC[C@H](C)Oc2ccc(NS(C)(=O)=O)cc2C1=O	29.3	7.8	-34.2	0.8
9	C[C@@H]1CN([C@@H](C)CO)C(=O)c2cc(NC(=O)CCN3CCOCC3)ccc2O[C@@H]1CN(C)Cc1ccncc1	42.7	-5.1	15.8	2.5
10	C[C@@H]1CCCCO[C@H](CN(C)Cc2ccc(C(=O)O)cc2)[C@@H](C)CN([C@H](C)CO)C(=O)c2cc(NS(C)(=O)=O)ccc2O1	/	-4.9	23.6	-0.3
11	COc1ccc(S(=O)(=O)N[C@H]2CC[C@H](CCn3cc(-c4cccc(F)c4)nn3)O[C@H]2CO)cc1	-21.5	-5.1	1.4	-1.6
12	C[C@@H]1CN([C@H](C)CO)C(=O)c2cccc(NS(=O)(=O)c3ccc(F)cc3)c2O[C@@H]1CN(C)C(=O)Nc1ccc2c(c1)OCO2	18.8	-15.9	2.0	2.7
13	O=C(C[C@@H]1C=C[C@@H](NC(=O)Nc2ccccc2F)[C@@H](CO)O1)NCc1ccccc1	/	3.0	19.8	-1.7
14	C[C@H](CO)N1C[C@H](C)[C@H](CN(C)C)OCCCC[C@H](C)Oc2ccc(NC(=O)Cc3ccccc3)cc2C1=O	35.2	-3.4	8.7	1.1
15	C/C=C/c1ccc2c(c1)O[C@@H](CN(C)Cc1ccccc1F)[C@@H](C)CN([C@@H](C)CO)S2(=O)=O	7.6	-0.1	28.0	-0.4
16	COCC(=O)N1CCCCN2[C@H](CO)[C@@H](c3ccc(-c4cccc(C)c4)cc3)[C@@H]2C1	8.8	-3.4	16.5	-0.9
17	CCS(=O)(=O)N1CC2(CN(C(=O)c3ccc(F)cc3)[C@@H](CO)c3[nH]c4cc(OC)ccc4c32)C1	/	-7.3	16.9	-1.0
18	O=C(C[C@@H]1C[C@@H]2c3cc(NC(=O)Cc4ccncc4)ccc3O[C@@H]2[C@@H](CO)O1)NCc1ccccc1	-0.2	/	-8.9	2.5
19	O=C(C[C@H]1C[C@H]2c3cc(NC(=O)c4ccc5c(c4)OCO5)ccc3O[C@H]2[C@H](CO)O1)NCCN1CCCCC1	7.6	-8.0	14.4	-1.2
20	C[C@H](CO)N1C[C@H](C)[C@@H](CN(C)S(=O)(=O)c2cn(C)cn2)Oc2ccc(NC(=O)C3CCCCC3)cc2CC1=O	8.4	-6.7	20.1	2.0
21	Cc1ccc(S(=O)(=O)Nc2ccc3c(c2)CC(=O)N([C@H](C)CO)C[C@@H](C)[C@H](CN(C)C)O3)cc1	37.1	0.7	0.1	0.6
22	Cc1ccc(S(=O)(=O)Nc2ccc3c(c2)C(=O)N([C@@H](C)CO)C[C@H](C)[C@@H](CN(C)S(=O)(=O)c2cn(C)cn2)OCCCC[C@H](C)O3)cc1	2.3	-1.0	-40.3	0.1
23	O=C(C[C@@H]1CC[C@H]2[C@@H](COC[C@@H](O)CN2C(=O)Nc2ccc(Cl)c(Cl)c2)O1)NCc1ccc(Cl)cc1	51.1	-90.5*	-5.4	-1.7
24	C[C@@H]1CN([C@H](C)CO)S(=O)(=O)c2ccc(C#Cc3ccccc3F)cc2O[C@@H]1CN(C)C(=O)Cc1cccnc1	69.1	2.6	-34.4	1.5
25	CCC(=O)N1CC[C@@H]2[C@H]1c1cc(-c3ccc(OC)cc3)ccc1N[C@@H]2CO	38.6	-18.8	-4.8	0.4
26	C/C=C/c1ccc(C2[C@@H]3CN(S(=O)(=O)c4ccccc4F)C[C@H]2N3)cc1 (stereo partly drawn)	/	46.2	-53.2	-0.1
27	COc1ccc2c3c(n(C)c2c1)[C@H](CO)N(C(=O)Nc1ccc(F)cc1)CC31CCN(C)CC1	/	-0.8	?	-0.2
28	Cc1ccccc1S(=O)(=O)N1C[C@H](O)COC[C@H]2O[C@H](CC(=O)N3CCN(C)CC3)CC[C@@H]21	1.1	-4.2&-11.5	/	-1.1
29	CCCNC(=O)N1C[C@H]2[C@@H](c3ccccc31)[C@@H](CO)N2Cc1ccccc1F	-1.1	-2.5	15.1	2.3
30	C[C@@H]1CN([C@@H](C)CO)C(=O)c2cc(C#C[C@@H](C)O)cnc2O[C@H]1CN(C)C(=O)c1ccncc1	-8.9	2.2	30.6	-0.3

# Following part.
entry	Structure	Tcruzi prolif	C diff growth	Pf Dd2 growth	GASC1 inh
31	C[C@@H]1CN([C@H](C)CO)C(=O)c2cccc(NC(=O)c3cnccn3)c2O[C@H]1CN(C)C	/	-3.7	13.3	1.5
32	Cc1ccc(S(=O)(=O)Nc2ccc3c(c2)C(=O)N([C@@H](C)CO)C[C@H](C)[C@H](CN(C)S(=O)(=O)c2cn(C)cn2)OCCCC[C@@H](C)O3)cc1	38.1	-4.1	-2.3	7.6
33	C[C@H](CO)N1C[C@H](C)[C@H](CN(C)S(=O)(=O)c2ccc(Cl)cc2)OCc2ccccc2-c2ccccc2C1=O	66.7	0.8	-84.7*	-0.5
34	Cc1noc(C)c1NC(=O)N[C@H]1C=C[C@H](CC(=O)N2CCN(C)CC2)O[C@@H]1CO	-100.5	0.5	6.3	0.5
35	C[C@@H]1CN([C@@H](C)CO)C(=O)c2cc(NS(=O)(=O)c3ccc(Cl)cc3)ccc2O[C@H]1CN(C)Cc1ccc(C(F)(F)F)cc1	84.7	23.8	1.8	2.6
36	Cc1ccccc1S(=O)(=O)N1CCCCN2[C@H](CO)[C@H](c3ccc(-c4cccc(F)c4)cc3)[C@H]2C1	71.2	-13.9	-72.7	-1.0
37	C[C@H]1CN([C@@H](C)CO)C(=O)c2cc(NC(=O)C3CCCCC3)ccc2O[C@H]1CN(C)C(=O)Nc1ccccc1	-21.4	2.3	-3.1	-0.6
38	C[C@@H]1CN([C@H](C)CO)C(=O)c2cc(NS(=O)(=O)c3ccccc3)ccc2O[C@H]1CN(C)Cc1ccc(C(=O)Nc2ccccc2N)cc1	29.6	-17.9	-45.4	-2.0
39	COc1ccc(C#Cc2ccc([C@H]3[C@H](CO)N4CCCCN(S(=O)(=O)c5cn(C)cn5)C[C@@H]34)cc2)cc1	78.7	1.5	1.6	0.2
40	Cc1noc(C)c1S(=O)(=O)Nc1ccc2c(c1)C(=O)N([C@@H](C)CO)C[C@@H](C)[C@@H](CN(C)Cc1ccc(C(F)(F)F)cc1)O2	18.5	3.2	6.7	0.0
41	COCCN(C[C@H]1[C@@H](c2ccccc2)[C@H](CO)N1C(C)=O)C(=O)c1ccncc1	?	1.9	1.4	1.6
42	COc1ccccc1C#Cc1ccc([C@H]2[C@H](C#N)N(C(=O)C3CC3)[C@H]2CO)cc1	94.8	5.3	-36.8	-0.5
43	CCCC#Cc1cnc2c(c1)C(=O)N([C@H](C)CO)C[C@H](C)[C@@H](CN(C)Cc1ccc(F)cc1)O2	70.7	9.9	-6.7	-0.2
44	O=C(c1ccncc1)N1CC(=O)N2[C@H](CO)[C@@H](c3ccc(-c4ccccc4)cc3)[C@@H]2C1	/	-9.6	-12.7	-0.9
45	CC(=O)N1[C@@H]2c3ccc(C4=CCCC4)c(=O)n3C[C@H]1[C@H](CO)[C@H]2C(=O)N[C@H](C)c1ccccc1	101.0*	-0.8	2.7	0.8
46	CC(C)CC#Cc1ccc2c(c1)O[C@@H](CN(C)Cc1cncnc1)[C@H](C)CN([C@H](C)CO)S2(=O)=O	51.6	-10.9	-34.0	-0.4
47	O=C(CN1CCOCC1)NCC[C@H]1CC[C@H](NC(=O)Nc2ccc(Cl)cc2)[C@H](CO)O1	49.1	-1.8	-5.6	0.7
48	COc1cccc(C(=O)Nc2ccc3c(c2)C(=O)N(C)C[C@@H](OC)[C@@H](C)CN(CCc2ccccc2)[C@@H](C)CO3)c1	29.0	/	-53.9	0.6
49	C[C@H]1CN([C@@H](C)CO)C(=O)c2cccc(NS(C)(=O)=O)c2O[C@H]1CN(C)Cc1ccc(-c2ccccc2)cc1	21.7	2.4	-45.0	0.5
50	C[C@H]1CN([C@@H](C)CO)C(=O)CCCn2nncc2CO[C@H]1CN(C)Cc1cccc(C(=O)O)c1	-20.4	/	6.9	-1.6
51	CCC(=O)Nc1ccc2c(c1)C(=O)N(C)[C@H]1CC[C@H](CC(=O)N3CCCCC3)O[C@@H]1CO2	12.6	6.6	10.4	1.6
52	Cc1noc(C)c1NC(=O)Nc1ccc2c(c1)C(=O)N([C@H](C)CO)C[C@H](C)[C@H](CN(C)Cc1ccc3c(c1)OCO3)OCCCC[C@@H](C)O2	-26.8	6.3	-8.4	-0.4
53	C[C@H](CO)N1C[C@H](C)[C@H](CN(C)S(=O)(=O)c2cn(C)cn2)Oc2ccc(NS(=O)(=O)c3cn(C)cn3)cc2C1=O	41.6	/	19.5	-0.9
54	C[C@@H]1CN([C@@H](C)CO)C(=O)CCCn2nncc2CO[C@@H]1CN(C)S(=O)(=O)c1cccs1	-70.4	/	11.0	/
55	COc1ccc2c3c(n(C)c2c1)[C@H](CO)N(CC1CCOCC1)CC31CCN(Cc2nccs2)CC1	/	7.2	-78.5	-1.2
56	CCN1[C@H](C(=O)NCCc2cn(C)cn2)[C@@H](CO)[C@@H]2Cn3c(ccc(-c4ccncc4)c3=O)[C@@H]21	12.2	1.9	-5.1	1.2
57	CC(=O)N1CC[C@@H]2[C@H]1c1cc(-c3cccc(F)c3)ccc1N(C)[C@H]2CO	97.1	2.9	14.4	2.1
58	C[C@H]1CN([C@@H](C)CO)C(=O)Cc2cc(NC(=O)c3ccncc3)ccc2O[C@@H]1CN(C)Cc1ccc(Cl)c(Cl)c1	27.7	10.5	-8.9	-1.2
59	COCC#Cc1cnc2c(c1)C(=O)N([C@H](C)CO)C[C@H](C)[C@@H](CN(C)Cc1ccccc1)O2	-36.2	-0.8	-24.0	/
60	CO[C@@H]1CN(C)C(=O)c2cc(NC(=O)NC(C)C)ccc2OC[C@H](C)NC[C@H]1C	-55.8	-13.0	30.0	-1.0

# Compounds shown so far with a CF3 group:
entry	Structure	Tcruzi prolif	C diff growth	Pf Dd2 growth	GASC1 inh
35	C[C@@H]1CN([C@@H](C)CO)C(=O)c2cc(NS(=O)(=O)c3ccc(Cl)cc3)ccc2O[C@H]1CN(C)Cc1ccc(C(F)(F)F)cc1	84.7	23.8	1.8	2.6
40	Cc1noc(C)c1S(=O)(=O)Nc1ccc2c(c1)C(=O)N([C@@H](C)CO)C[C@@H](C)[C@@H](CN(C)Cc1ccc(C(F)(F)F)cc1)O2	18.5	3.2	6.7	0.0

# (cont.)
entry	Structure	Tcruzi prolif	C diff growth	Pf Dd2 growth	GASC1 inh
61	COc1cccc(CN2CC3(CCN(S(C)(=O)=O)CC3)c3c(n(C)c4cc(OC)ccc34)[C@H]2CO)c1	/	0.3	-5.7	0.0
62	C[C@H]1CN([C@@H](C)CO)C(=O)Cc2cc(NC(=O)C3CC3)ccc2O[C@H]1CN(C)C(=O)Nc1ccccc1	/	1.7	9.5	0.6
63	COC(=O)C[C@H]1CC[C@H]2[C@H](COc3ccc(NC(=O)Cc4cccs4)cc3C(=O)N2C)O1	-59.1	/	/	1.7
64	C[C@H]1CN([C@@H](C)CO)C(=O)c2cc(N(C)C)ccc2O[C@@H]1CN(C)S(=O)(=O)c1cccs1	55.2	-3.1	-2.2	0.3
65	O=C(C[C@@H]1CC[C@@H]2[C@H](COC[C@H](O)CN2Cc2nccs2)O1)NCc1ccc(-c2ccccc2)cc1	23.3	/	-6.5	-1.4
66	O=C(C[C@@H]1C[C@@H]2c3cc(NC(=O)NC4CCCCC4)ccc3O[C@@H]2[C@H](CO)O1)NCc1ccccc1	93.5	/	-6.2	-1.2
67	C[C@H](CO)N1C[C@H](C)[C@H](CN(C)C(=O)Nc2ccccc2)Oc2ccc(NS(=O)(=O)c3ccccc3)cc2C1=O	-23.9	12.5	-3.3	8.8
